Screening data (PubChem BioAssay)
hiPSC survival = hiPSC single-cell survival enhancement | ATPlite luminescence; 100% = ROCK inhibitor wells, 0% = DMSO | survival enhancement, % at 20 µM | actives 0.044% (n = 360,000); in the data active = survival enhancement above about 18%;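 note: cells exposed to compounds for 16 hours before the ATP read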
MITF TRPM1 inh = inhibitors of MITF-driven TRPM1 promoter in melanoma cells; SK-MEL-5 TRPM1 promoter luciferase, 24 h; inhibition, % at 12.5 µM; actives 0.83% (n = 330,000);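 active = mean inhibition across replicates of 60% or more, whatever share of single replicates reaches that level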; note: values of inactives mirror those of a sister screen read the other way
NR2E3 ag-1 = activates human NR2E3 receptor. inhibition of corepressor binding, % at 3.98 µM. actives 0.35% (n = 360,000). AID 602229. Q9Y5X4. CHO-S Gal4-NCOR/VP16-NR2E3 two-hybrid, luciferase;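 active = inhibition above the mean of all tested compounds plus 3 SD, cut at about 70% in these data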;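 note: 0% = DMSO with NR2E3 transfected cells and 100% = cells lacking NR2E3 construct; higher means lower luciferase signal from less NR2E3 corepressor binding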
Target sequence (Q9Y5X4 whole entry, looked up, the tested form may be a part): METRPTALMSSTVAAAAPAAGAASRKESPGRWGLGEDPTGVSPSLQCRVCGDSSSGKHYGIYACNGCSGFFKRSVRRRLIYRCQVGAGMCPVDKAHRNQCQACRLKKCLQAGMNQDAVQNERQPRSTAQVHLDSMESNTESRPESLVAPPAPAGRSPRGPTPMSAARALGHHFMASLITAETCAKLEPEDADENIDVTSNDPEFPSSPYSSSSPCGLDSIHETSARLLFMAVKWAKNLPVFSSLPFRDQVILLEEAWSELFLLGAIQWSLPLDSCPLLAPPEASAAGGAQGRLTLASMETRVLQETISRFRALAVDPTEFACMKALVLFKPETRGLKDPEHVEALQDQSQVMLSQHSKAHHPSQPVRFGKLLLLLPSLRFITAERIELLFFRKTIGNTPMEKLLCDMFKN
TRAIL sens C8 = sensitizes caspase-8 expressing cells to TRAIL | NB7+C8 cells + TRAIL, ATPlite viability luminescence | actives 1% (n = 360,000) | inhibition (viability loss, TRAIL sensitization), % at 10 µM;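 active = compounds causing at least 50% loss of cell viability in the single-dose screen, relative to plate controls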
CF NFkB block = cystic fibrosis NF-kB activation inhibition; actives 0.86% (n = 360,000); KKLEB NF-kB-GFP reporter, PAF-induced, GFP fluorescence overnight; inhibition, % at 5 µM;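 active = at least 50% inhibition at 5 µM, scaled per plate between neutral and stimulator controls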;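 note: PAF is a Pseudomonas aeruginosa culture filtrate used as stimulus; plate controls were PAF-stimulated DMSO wells for no effect and unstimulated DMSO wells for full effect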
HIF-2a inh = inhibitors of HIF-2a. 786-0 RCC cells HIF-2a reporter, luciferase luminescence, overnight. inhibition, % at 18.8 µM. actives 0.72% (n = 360,000);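 active = inhibition of the luminescence signal of 40% or more relative to plate controls, in a single-dose primary screen at 18.75 µM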
NR2E3 ag-2 = NR2E3 (human) agonism; GST-NR2E3/biotin-RetCOR TR-FRET, 1536-well; inhibition of corepressor binding, % at 4.78 µM; actives 0.12% (n = 320,000); AID 2300;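 active = percent inhibition above the cutoff of mean plus 3 SD of all tested compounds, set per screening campaign, cut at about 20% in these data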;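 note: 0% = DMSO wells and 100% = biotin wells as full block of FRET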
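System: GST-tagged NR2E3 plus biotinylated RetCOR corepressor; Buffer or medium: pH 7.5 Tris-based buffer; Probe or stimulus: RetCOR corepressor, biotinylated, 7 nM; Doses: compound at 4.8 µM, single dose; Schedule: 5 h incubation at 4 °C; Technique: time-resolved FRET; Evaluation: percent inhibition of TR-FRET ratio; Replication: one well per compound, singlicate testing.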
KKLEB cytotox = reduces viability of KKLEB cystic fibrosis airway cells; AID 602141; activity change (cytotoxicity), % at 5 µM; actives 0.36% (n = 360,000); KKLEB CF airway cells viability, ATPlite luminescence, overnight; hits give low values; cells stimulated with P. aeruginosa culture filtrate;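 active = corrected activity change at or below -50% at 5 µM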
EBV LMP1 NFkB = Epstein-Barr LMP1 NF-kappaB reporter inhibition. LMP1-induced NF-kappaB luciferase reporter cells, luminescence. actives 0.69% (n = 350,000). inhibition, % at 12.5 µM; in the data active = inhibition above about 41%;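 note: 0% = neutral control wells and 100% = reference inhibitor control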
Peg3 prom inh = Peg3 promoter activity inhibition; inhibition, % at 20 µM; HeLa PEG-Prom luciferase reporter, luminescence, overnight; actives 1.7% (n = 360,000);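 active = inhibition of at least 50% at 20 µM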
Shn3 inh set2 = inhibitors of Schnurri-3 3'UTR reporter in osteoblasts; actives 0.52% (n = 360,000); Clone20 osteoblast Shn3 3'UTR firefly luciferase, 24 h; inhibition, % at 12.5 µM;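 active = mean inhibition of at least 75% with every replicate also reaching 75%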;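 note: 0% = median of neutral control wells and 100% = pilot-screen positive control compound; some compounds past the cut are filed as inactive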
An asterisk follows results filed as active; x = no result given. This is a subset; count on the stated rates, not on these rows.

Values run as follows: hiPSC survival	MITF TRPM1 inh	NR2E3 ag-1	TRAIL sens C8	CF NFkB block	HIF-2a inh	NR2E3 ag-2	KKLEB cytotox	EBV LMP1 NFkB	Peg3 prom inh	Shn3 inh set2
CCN(C(=O)COC(=O)/C=C/c1cccc(Cl)c1)c1c(N)n(Cc2ccccc2)c(=O)[nH]c1=O
→ 0.6	5.7	1.5	0.0	-32.5	4.2	1.4	15.9	6.8	-9.4	-6.8
CC(CNC(=O)CCS(=O)(=O)c1ccc2c(c1)NC(=O)CO2)c1ccccc1 (centres undefined)
→ 0.4	-3.8	-24.1	8.6	1.4	6.8	-4.5	6.0	-20.2	2.5	5.5
COc1ccccc1-c1noc(CCC(=O)Nc2cc(C(F)(F)F)ccc2Cl)n1
→ -1.0	-5.4	-3.4	-4.9	3.1	-21.7	-0.5	-1.2	5.4	-15.8	14.5
Cc1cc(NC(=O)CSc2nc3ccsc3c(=O)n2CCCCC(=O)O)no1
→ -1.3	4.5	19.7	0.7	9.7	9.4	4.2	10.6	-1.1	10.2	0.9
CCOC(=O)n1c(=O)[nH]c2ccc(Br)cc21
→ 2.5	10.1	4.7	1.3	11.1	5.4	0.8	7.1	11.4	-5.2	-16.0
Oc1ccc(C[C@@H]2CNCCN2CCCCC2CCCCC2)cc1
→ -4.4	-11.8	10.8	8.7	-0.8	3.8	2.7	5.4	1.4	94.1*	9.2
CCOC(=O)c1ccc(-c2cc(C)no2)[nH]1
→ 1.2	-14.3	-21.3	-3.7	1.3	-45.1	2.0	-6.8	14.2	-19.6	8.1
CCN(CC)CCCC(C)Nc1nccc2cccc(Cl)c12 (centres undefined)
→ -1.0	-3.8	0.9	14.4	46.4	6.1	x	-23.5	-1.6	7.2	-30.2
CCOc1ncnc2c1sc1nc3c(cc12)COC(C)(C)C3
→ 0.0	-8.9	15.0	1.0	-3.8	-6.6	x	4.1	-3.6	-13.4	-31.5
CCN(C(=O)COc1cc(=O)n(C)c2ccccc12)c1cccc(Cl)c1
→ -0.4	2.0	3.2	-3.1	10.4	8.1	3.4	-13.8	0.3	15.5	-16.9
Cc1ccc2nc(SCC(=O)NCc3ccc(F)cc3)nc(=O)n2c1
→ -0.4	-7.3	8.6	-24.1	7.1	-6.0	0.2	11.2	2.4	4.1	12.8
O=C(/C=C/c1cccc(F)c1)Nc1ccc(S(=O)(=O)N2CCOCC2)cc1
→ 3.2	4.9	-2.0	13.7	-19.7	-7.1	x	-9.2	3.1	-1.1	40.8
COc1cccc(C2=NOC(C(=O)Nc3cc(OC)c(OC)c(OC)c3)C2)c1 (centres undefined)
→ -1.0	0.5	12.1	14.7	6.3	14.8	0.1	3.3	13.2	13.9	38.9
CCC1(CC)Nc2ccccc2C(=O)N1c1ccc(OC)cc1
→ -0.2	-42.9	-104.6	17.6	7.8	-197.8	5.6	-17.9	0.2	-159.9	-62.1
COc1ccc(NC(=O)c2c(F)cccc2Cl)cc1S(=O)(=O)N1CCOCC1
→ -0.9	8.2	-15.7	-11.2	11.7	2.0	x	18.4	0.3	9.3	-3.8
COc1cccc2[nH]c3c(N4CCC(C)CC4)ncnc3c12
→ -1.2	-20.6	-10.9	-2.5	-28.8	-23.4	4.9	1.1	5.8	-0.6	4.3
COc1cc(C=CC(=O)N2CCN(CC(=O)N3CCCC3)CC2)cc(OC)c1OC
→ 1.5	x	16.6	12.7	11.9	8.6	x	-6.6	7.4	-1.3	1.2
COc1ccc(-n2c(SCC(C)=O)nc3sc(C)c(C)c3c2=O)cc1
→ 2.0	2.3	4.5	-16.1	23.1	9.5	1.9	-1.6	-10.1	15.2	-4.2
O=c1cc(-c2ccccc2)nc(Sc2ccc([N+](=O)[O-])cc2[N+](=O)[O-])[nH]1
→ -0.5	0.3	1.2	0.6	35.0	-39.0	2.8	-11.2	0.7	20.4	-4.9
CCCS(=O)(=O)c1nc(S(=O)(=O)c2ccc(C)cc2)c(NCc2ccccn2)s1
→ 2.3	11.2	-24.1	-6.1	-2.6	5.7	-0.5	22.0	-8.8	20.1	7.1
OCC1OC(Nc2ccccc2C=NO)C(O)C1O (centres undefined)
→ 6.5	x	21.4	-3.6	-16.5	7.6	x	7.2	-3.5	-1.0	68.2
Cc1[nH]nc(SCC(=O)N2CCCCCC2)c1[N+](=O)[O-]
→ -0.3	3.6	-33.7	-14.4	4.3	-124.1	1.9	-12.9	3.4	-91.0	-38.8

Shown as a hit in Peg3 prom inh (from the list above):
molecule,MITF TRPM1 inh,NR2E3 ag-1,CF NFkB block,HIF-2a inh,NR2E3 ag-2,EBV LMP1 NFkB,Peg3 prom inh,Shn3 inh set2
Oc1ccc(C[C@@H]2CNCCN2CCCCC2CCCCC2)cc1,-11.8,10.8,-0.8,3.8,2.7,1.4,94.1*,9.2

Given with bars between the fields: 2 of the compounds above
smiles | hiPSC survival | MITF TRPM1 inh | NR2E3 ag-1 | TRAIL sens C8 | CF NFkB block | HIF-2a inh | NR2E3 ag-2 | KKLEB cytotox | EBV LMP1 NFkB | Peg3 prom inh | Shn3 inh set2
CCC1(CC)Nc2ccccc2C(=O)N1c1ccc(OC)cc1 | -0.2 | -42.9 | -104.6 | 17.6 | 7.8 | -197.8 | 5.6 | -17.9 | 0.2 | -159.9 | -62.1
COc1ccc(NC(=O)c2c(F)cccc2Cl)cc1S(=O)(=O)N1CCOCC1 | -0.9 | 8.2 | -15.7 | -11.2 | 11.7 | 2.0 | x | 18.4 | 0.3 | 9.3 | -3.8

Complete entries, looked up by structure. Screens in order: hiPSC survival	MITF TRPM1 inh	NR2E3 ag-1	TRAIL sens C8	CF NFkB block	HIF-2a inh	NR2E3 ag-2	KKLEB cytotox	EBV LMP1 NFkB	Peg3 prom inh	Shn3 inh set2
Shown for Oc1ccc(C[C@@H]2CNCCN2CCCCC2CCCCC2)cc1 → -4.4	-11.8	10.8	8.7	-0.8	3.8	2.7	5.4	1.4	94.1*	9.2
Shown for CCC1(CC)Nc2ccccc2C(=O)N1c1ccc(OC)cc1 → -0.2	-42.9	-104.6	17.6	7.8	-197.8	5.6	-17.9	0.2	-159.9	-62.1
Shown for CCOC(=O)c1ccc(-c2cc(C)no2)[nH]1 → 1.2	-14.3	-21.3	-3.7	1.3	-45.1	2.0	-6.8	14.2	-19.6	8.1
Shown for CCN(C(=O)COC(=O)/C=C/c1cccc(Cl)c1)c1c(N)n(Cc2ccccc2)c(=O)[nH]c1=O → 0.6	5.7	1.5	0.0	-32.5	4.2	1.4	15.9	6.8	-9.4	-6.8
Shown for CC(CNC(=O)CCS(=O)(=O)c1ccc2c(c1)NC(=O)CO2)c1ccccc1 (centres undefined) → 0.4	-3.8	-24.1	8.6	1.4	6.8	-4.5	6.0	-20.2	2.5	5.5
